CCT chaperon mod – changes cytosolic chaperonin activity; purified chaperonin ATPase assay, HTRF ADP detection, 30 min; activity change, % (no concentration beside the values), hits read low; hit rate 0.3% among 360,000; AID 651819; in the data active means activity change below about -30%; further: on the % scale 0 is the no-effect control and ±100 the full control effect
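Nucleotide hydrolysis assay: TRiC at 20–40 nM final (set by batch activity) with 10 uM ATP, 30 min at 37 °C, in presence of 76 uM compound. Detection by competitive ADP HTRF, 30 min ambient.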
Akt phos inh – inhibitors of Akt phosphorylation. activity change, % for hits at 50 µM. AID 651550. Neuro2A IGF-stimulated pAkt S473 HTRF, 20 min; stronger effect = lower value. hit rate 0.32% among 360,000; in the data active means activity change below about -80%; inconclusive means mostly about -51% to -80%; further: on the % scale 0 is the no-effect control and ±100 the full control effect
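Neuro2A cells in DMEM with 0.5% FBS, overnight at 37 deg C, given compound at single 50 µM final, then IGF (6 nM final) for 20 min at 37 deg C. Lysed; phospho-Akt Ser473 by HTRF after 24 h, 665/615 ratio.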
EPAC2 agonist – agonists of human EPAC2 (RAPGEF4); hit rate 0.079% among 360,000; AID 720711; Q8WZA2; Potency, µM (doses to about 154 µM), without a hit: at the top dose activation, hits mostly activators; EPAC2 activation, biochemical qHTS; response scale: 100% = 6.5 mM cAMP response; further: potency means the concentration at half of the fitted maximal effect; nearly all actives have a fitted effect of over 50% in size
Target sequence (Q8WZA2 whole entry, looked up): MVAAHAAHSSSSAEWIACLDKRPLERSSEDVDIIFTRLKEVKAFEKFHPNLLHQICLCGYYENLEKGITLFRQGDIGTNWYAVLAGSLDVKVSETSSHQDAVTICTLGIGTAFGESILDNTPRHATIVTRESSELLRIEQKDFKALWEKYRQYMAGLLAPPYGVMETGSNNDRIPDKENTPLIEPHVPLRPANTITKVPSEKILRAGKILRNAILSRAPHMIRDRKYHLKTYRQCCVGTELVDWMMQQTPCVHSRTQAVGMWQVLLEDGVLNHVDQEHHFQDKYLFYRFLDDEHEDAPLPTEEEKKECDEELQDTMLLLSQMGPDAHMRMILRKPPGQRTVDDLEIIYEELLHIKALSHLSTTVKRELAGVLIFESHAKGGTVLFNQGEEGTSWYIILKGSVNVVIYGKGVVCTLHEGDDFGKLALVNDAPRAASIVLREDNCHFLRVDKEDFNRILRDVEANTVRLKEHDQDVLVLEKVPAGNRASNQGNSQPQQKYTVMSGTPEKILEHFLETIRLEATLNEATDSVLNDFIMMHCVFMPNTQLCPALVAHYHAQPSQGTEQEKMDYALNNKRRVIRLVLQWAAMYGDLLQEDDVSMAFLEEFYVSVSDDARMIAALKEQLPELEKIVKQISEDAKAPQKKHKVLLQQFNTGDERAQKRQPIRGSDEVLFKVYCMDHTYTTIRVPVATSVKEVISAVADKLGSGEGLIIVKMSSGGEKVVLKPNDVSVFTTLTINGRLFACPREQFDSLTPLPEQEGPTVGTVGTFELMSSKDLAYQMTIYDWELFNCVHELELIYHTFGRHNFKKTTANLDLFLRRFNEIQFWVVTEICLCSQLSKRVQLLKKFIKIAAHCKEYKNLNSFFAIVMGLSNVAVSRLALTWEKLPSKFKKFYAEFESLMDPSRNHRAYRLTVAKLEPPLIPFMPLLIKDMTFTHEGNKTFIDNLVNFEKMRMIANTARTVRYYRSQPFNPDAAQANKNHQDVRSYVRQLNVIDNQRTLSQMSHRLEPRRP
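EPAC2 (100 nM) mixed with Rap1B loaded with BODIPY-GDP (250 nM) plus 50 uM unlabeled GDP; compounds pinned in, 5 min RT, then read every 5 min for 30 min (ex 480, em 540 nm). Normalized to cAMP control.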
Nrf2 ARE act – activates Nrf2 signaling | Potency, µM (titrated, usually from 46.1 µM), inactives show at the highest dose activation, actives largely listed as activators | hit rate 0.31% among 410,000 | AREc32 ARE-luciferase reporter (MCF7-derived line), luminescence, 24 h; further: potency means the concentration at half of the fitted maximal effect; % of control where 0% means no effect; nearly all actives have a fitted effect of over 65% in size
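AREc32 cells carrying an ARE-driven firefly luciferase, 1000 cells/well in OPTI-MEM with 5% FBS, dosed after overnight attachment and incubated 24 hr at 37 deg C. Steady-Glo luminescence read after 30 min at RT.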
EPAC2 antag – blocks human EPAC2 exchange factor; Q8WZA2; EPAC2 GEF exchange of Rap1B-BODIPY-GDP, fluorescence; Potency, µM (top dose mostly 114 µM), for inactives: at the highest dose activity, negative = inhibition, most hits filed as inhibitors; hit rate 0.18% among 360,000; AID 720708; further: potency means the concentration at half of the fitted maximal effect; on the % scale 0 is the no-effect control and ±100 the full control effect; nearly all actives have a fitted effect of over 45% in size; many of its hits are not listed in these tables
Nrf2 inh – blocks Nrf2 signaling; A549 ARE-Fluc reporter, luciferase luminescence, 18-24 h; Potency, µM (doses to about 46 µM), for the others: top-dose activity change, negative = inhibition, most hits filed as inhibitors; hit rate 2.1% among 360,000; further: potency means the concentration at half of the fitted maximal effect; on the % scale 0 is the no-effect control and ±100 the full control effect; nearly all actives have a fitted effect of over 60% in size
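Nrf2 activity is the BugLite luminescence, read 15 min after reagent at room temperature, following CellTiter-Fluor cytotoxicity readout (30 min, 37C). Compound titrations were applied for 18-24 h to 5000 A549 ARE_Fluc cells/well in 5% FBS OPTI-MEM.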
A549 tox – counter-screen for Nrf2 inhibitors: cytotoxicity in A549 cells | Potency, µM (series often up to 46 µM), without a hit: top-dose activity change, negative = cytotoxicity, hits mostly inhibitors | A549 ARE-Fluc cells, CellTiter-Fluor viability, 18-24 h | hit rate 0.16% among 390,000; further: potency means the concentration at half of the fitted maximal effect; on the % scale 0 is the no-effect control and ±100 the full control effect
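A549 ARE-Fluc cells in 5% FBS OPTI-MEM, 5000 cells/well, rested 2 h then exposed to compounds in concentration-response for 18-24 h at 37 °C. Viability by CellTiter-Fluor fluorescence (Ex 405/Em 525) after 30 min; luciferase luminescence (BugLite, 15 min, RT) read afterwards.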
TGFb SMAD3 inh – blocks TGF-b signaling; HepG2 CAGA-GFP TGF-b/SMAD3 reporter, GFP fluorescence, 18 h; TGF-beta stimulated, 500 pg/mL final; Potency, µM (doses to about 46.1 µM), inactives show top-dose activity, negative = inhibition, hits mostly inhibitors; hit rate 1.2% among 410,000; AID 588855; further: potency means the concentration at half of the fitted maximal effect; on the % scale 0 is the no-effect control and ±100 the full control effect; nearly all actives have a fitted effect of over 65% in size
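Inhibition was scored as loss of TGF-beta-induced (500 pg/mL final, 18 hours, 37 degrees C) GFP in HEPG2 cells carrying a CAGA-GFP reporter, in DMEM with 1% FBS. Well GFP was summed per cell; Activity was normalised to unstimulated and stimulated DMSO wells, then concentration-response fitting.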
MmCpn inh – blocks the Methanococcus maripaludis chaperonin Mm-Cpn. Potency, µM (series often up to 76.9 µM), inactives show top-dose activity, negative = inhibition, hits mostly inhibitors. AID 504842. hit rate 0.031% among 330,000. purified Mm-Cpn ATPase, ADP Transcreener TR-FRET; further: potency means the concentration at half of the fitted maximal effect; on the % scale 0 is the no-effect control and ±100 the full control effect; nearly all actives have a fitted effect of over 80% in size
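Purified archaeal chaperonin (25 nM final) was preincubated with compound for 10 min at 37°C, then ATP (10 uM final) was added for 30 min at 37°C in Tris pH 7.4/KCl/MgCl2/DTT buffer. ADP was quantified by HTRF Transcreener TR-FRET.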
Starred values were filed as active, the others as inactive; i = inactive; ? = inconclusive; . = no result given; [ ] = dose if it differs, or a comment. Unless noted, the call rests on the fitted dose curve; in most records, active means well fitted curve in the direction sought with a large enough effect; inconclusive means small, poorly fitted or top-dose-only effect, or another doubt; inactive means no such curve, though single readings can be large; an effect the other way counts as inactive or inconclusive. A portion of the library. The share of hits here may be higher or lower than overall.

Start of the listing, in advance (4 entries):
Below each compound – CCT chaperon mod, Akt phos inh, EPAC2 agonist, Nrf2 ARE act, EPAC2 antag, Nrf2 inh, A549 tox, TGFb SMAD3 inh, MmCpn inh
CCCCOC(=O)c1ccc(NC(=O)c2cc(-c3cccs3)on2)cc1
  ., ., ., -0.1%, ., 8%, 10%, -1%, .
COc1ccc(OC)c(/C=C/C(=O)Nc2ccc(OC)nc2)c1
  -0.2, i, 15%, 8.4%, 2%, -7%, 11%, -7%, -7%
COc1ccc(/C=C/C(=O)OCC(=O)NC2CC2)c(OC)c1
  -0.6, i, 4%, 2.6%, -11%, 11%, 1%, 8%, -1%
CCCOc1ccc(C2Nc3cccc4cccc(c34)N2)cc1
  2.7, i, 6%, 15%, 4%, 6%, -4%, 5%, -2%

Main list, from the start:
Below each compound – CCT chaperon mod, Akt phos inh, EPAC2 agonist, Nrf2 ARE act, EPAC2 antag, Nrf2 inh, A549 tox, TGFb SMAD3 inh, MmCpn inh
CCCCOC(=O)c1ccc(NC(=O)c2cc(-c3cccs3)on2)cc1
  ., ., ., -0.1%, ., 8%, 10%, -1%, .
COc1ccc(OC)c(/C=C/C(=O)Nc2ccc(OC)nc2)c1
  -0.2, i, 15%, 8.4%, 2%, -7%, 11%, -7%, -7%
COc1ccc(/C=C/C(=O)OCC(=O)NC2CC2)c(OC)c1
  -0.6, i, 4%, 2.6%, -11%, 11%, 1%, 8%, -1%
CCCOc1ccc(C2Nc3cccc4cccc(c34)N2)cc1
  2.7, i, 6%, 15%, 4%, 6%, -4%, 5%, -2%
Cc1ccc(C)c(NS(=O)(=O)c2cc(C(=O)NCc3ccncc3)ccc2C)c1
  -2.2, i, 1%, -0.5%, 3%, -13%, -8%, -20%, 1%
C/C(CC(=O)Nc1ccc(C)c(Cl)c1)=N\NC(=O)c1cccc(O)c1
  0.1, i, 6%, 5.2%, 3%, 1%, 1%, ?, -2%
Cc1nc2ccccc2c(=O)n1Cc1ccco1
  -13, i, 6%, 4.0%, -1%, -14%, 0%, -13%, 1%
O=C1COc2ccccc2N1Cc1ccc(Cl)cc1
  -3.1, i, 13%, -0.2%, -14%, ?, 0%, -18%, 2%
CCn1cc(C(=O)N2CCN(c3cccc(C)c3C)CC2)c(=O)c2ccc(C)nc21
  -0.3, i, 1%, 0.6%, -6%, -10%, -1%, ?, 1%
CN(CCOc1ccc(Cl)cc1)C(=O)C1CCN(C(=O)c2ccc(F)cc2)CC1
  -1.3, i, 6%, 2.4%, 6%, ?, -10%, ?, -1%
COC(=O)C1=CN(Cc2ccc(OC)c(OC)c2)C=C(C(=O)OC)C1c1cccs1
  0.6, i, 10%, 6.2%, -29%, 2%, 2%, 7%, -1%
OC1(c2cccc(C(F)(F)F)c2)CCN(CCN2CCCCC2)CC1
  2.8, i, 3%, -0.1%, 12%, 1%, -5%, 0%, 0%
O=C(CSc1nnc(CNC(=O)c2ccccc2F)o1)NCc1ccco1
  0.3, i, 11%, -0.8%, 5%, -1%, -2%, 2%, 1%
O=C(OCC1CC(c2ccccc2)=NO1)c1ccco1 (stereo not drawn)
  1.6, i, -1%, 1.1%, -16%, 7%, -7%, 9%, -1%
COC(=O)c1cn(-c2ccccc2)nc1-c1ccc(OC)c(OC)c1
  0.2, i, 7%, 5.4%, 0%, -5%, 2%, -4%, 0%
CCCCc1cc(=O)oc2cc(C)cc(OCC(=O)O)c12
  -0.2, i, -4%, -0.4%, 13%, 10%, -20%, ?, -5%
Cc1nn(-c2ccccc2)c(Cl)c1/C=C(\CC(=O)O)c1nc2ccccc2s1
  -0.2, i, 11%, 0.4%, 11%, -16%, -3%, 0%, 0%
COc1ccc2[nH]c3c(c2c1)CCN1C(=O)C(CC(=O)NCCC2=CCCCC2)C[C@H](C(=O)N2CCOCC2)[C@@]31C (stereo partly drawn)
  -0.3, i, 3%, 2.5%, 10%, 3%, -6%, ?, 1%
Cc1ccc(Cl)cc1NC(=O)C(C)n1nnc2sc3c(c2c1=O)CCCC3 (stereo not drawn)
  ., ., ., 0.0%, ., 6%, -4%, 3%, .
NC(N)=NS(=O)(=O)c1ccc(NC(=S)NC(=O)c2sc3ccccc3c2Cl)cc1
  -1.6, i, 1%, 12%, 0%, -5%, -4%, 4%, ?
COc1ccc(N2CCN(CCCNC(=O)C3CCCN(S(=O)(=O)c4c(C)n[nH]c4C)C3)CC2)cc1 (stereo not drawn)
  1.4, i, 11%, -0.1%, 3%, -17%, 0%, 2%, 0%
CCc1ccc(-n2c(=O)c3cccnc3n2CC(=O)NCc2ccc(C)cc2)cc1
  ., ., ., 5.4%, ., ?, 16%, -3%, .
CC1(C)Cc2cccc(OCC(=O)NC3CC3)c2O1
  -2.6, i, -6%, 0.3%, 1%, -14%, ., -2%, -1%
Cn1ccnc1C1CCCCN1Cc1nc(Cc2ccccc2F)no1 (stereo not drawn)
  -4.1, i, 4%, -0.1%, -13%, 0%, -2%, 13%, 3%
CC1CCCC(NC(=S)Nc2cccc(S(=O)(=O)N(C)C)c2)C1C (stereo not drawn)
  -6.1, i, -1%, -0.8%, -3%, 18%, -3%, ?, 2%
O=S(=O)(Cc1ccccc1)N=Nc1c(O)[nH]c2ccc(Br)cc12
  -1.0, i, 2%, 12%, 4%, -16%, -3%, ?, 0%
Cn1c(/C=C/c2cccc([N+](=O)[O-])c2)c([N+](=O)[O-])c(=O)n(C)c1=O
  0.5, i, 1%, ?, 2%, ?, ?, -37%, 1%
O=C(NCc1ccccn1)c1ccc(N2CCCC2)c([N+](=O)[O-])c1
  0.5, i, 2%, 1.8%, -4%, 5%, -2%, 1%, 4%
CC(C)C(NC(=O)c1cccs1)C(=O)NC1=NCCS1 (stereo not drawn)
  0.0, i, 0%, 0.1%, 2%, -8%, 2%, 12%, 2%
Cc1cc(=O)oc2cc(OCC(=O)NC3CCN(Cc4ccccc4)CC3)ccc12
  -6.0, i, 8%, -0.4%, 5%, -5%, 4%, 9%, -2%

Below each compound – CCT chaperon mod, Akt phos inh, EPAC2 agonist, Nrf2 ARE act, EPAC2 antag, Nrf2 inh, A549 tox, TGFb SMAD3 inh, MmCpn inh
Cc1cccc(-c2nc3nc(C)cc(N4CCN(c5ccccc5)CC4)n3n2)c1
  ., ., ., 0.2%, ., 0%, 9%, -9%, .
O=C(CSc1nnc2ccccn12)Nc1nsc(-c2ccccc2)n1
  -1.0, i, 0%, -0.5%[9.22 µM], -1%, -9%, -4%, -4%, 1%
COc1ccc(C2C(=O)c3ccccc3C2=O)c(OC)c1
  -1.7, i, 11%, -0.2%, 3%, -25%, -9%, 0%, -1%
O=C(COc1ccc(Br)cc1)NC1CC1
  -1.3, i, 6%, 0.3%, -4%, 1%, 4%, 0%, 0%
O=C(CC(c1cccs1)N1Cc2ccccc2C1=O)Nc1ccccc1 (stereo not drawn)
  ., ., ., 2.0%, ., 6%, -2%, 0%, .
CCOc1ccc(N(CC(=O)Nc2nccs2)S(=O)(=O)c2c(C)[nH]c(=O)[nH]c2=O)cc1
  -0.7, i, 11%, 0.0%, -6%, ?, 19%, 0%, 1%
CSCc1ccc(C(=O)NCc2ccc(F)cc2)cc1
  -0.8, i, 17%, 2.5%, -6%, -4%, ?, 0%, -2%
C=Cc1ccc(Cn2ccn(-c3ccc(F)c(F)c3)c(=O)c2=O)cc1
  ., ., ., -1.1%, ., ?, 2%, -4%, .
Cc1ccc(S(=O)(=O)Nc2nc3c(s2)C(=O)CC(C)(C)C3)cc1
  0.3, i, 13%, 0.3%, -5%, -4%, 2%, -2%, -1%
O=C(Nc1nc2ccccc2s1)C1CCCO1 (stereo not drawn)
  0.2, i, -6%, 0.0%, 14%, ?, 0%, -19%, 1%
CCO[C@H]1OC(C(=O)N2CCN(C)CC2)=C[C@@H](c2coc3ccccc3c2=O)[C@@H]1CCCO
  -0.2, i, 5%, 6.0%, 2%, 3%, -4%, -2%, .
COc1cccc(CCNC(=O)c2c(O)nc3ccccn3c2=O)c1
  ., ., ., -1.1%, ., 4%, 4%, 12%, .
CN1C(=O)/C(=C\c2ccc(N(C)C)cc2)OC1=S
  0.1, i, -5%, 2.0%, 3%, ?, 0%, 44%[activator], -5%
CCCCn1c(=O)c2oc3ccccc3c2n(CC(=O)Nc2cc(C)ccc2C)c1=O
  ., ., ., -0.3%, ., -2%, -2%, -10%, .
Cc1cccc(-c2csc(N)c2C(=O)OC(C)C)c1
  -1.5, i, 2%, 1.9%, -29%, 8%, -14%, -5%, 1%
Cc1csc(NC(=O)c2c(O)c3c(n(CC(C)C)c2=O)CCCC3)n1
  0.0, i, 22%, -0.3%, -6%[57.1 µM], ?, -18%, 16%, 0%
Cc1ccc(-c2cc(Cc3ccncc3)c(=O)[nH]n2)cc1
  2.3, i, -3%, 0.2%, 8%, 3%, -2%, 14%, 4%
CC(=O)NC(C)C(=O)OCC(=O)c1ccc(-c2ccccc2)cc1 (stereo not drawn)
  1.3, i, 3%, 0.0%, 0%, 4%, 2%, 1%, ?
